NCI-60 one-dose screen, 48 h, at 10 µM unless noted. Numbers give growth in % (100 = growth as untreated, 0 = no growth, -100 = all killed).
DU-145 – DU-145 prostate cancer | 81,000 tested, 4.2% active | AID 1794760
OVCAR-8 – OVCAR-8 ovarian cancer; 81,000 tested, 4.4% active
SNB-19 – SNB-19 CNS cancer cells | 81,000 tested, 2.5% active
PC-3 – PC-3 prostate cancer cells. 80,000 tested, 3.9% active. AID 1794754
SF-268 – SF-268 CNS cancer cells; 82,000 tested, 3.1% active
SF-295 – SF-295 CNS cancer cells | 79,000 tested, 5.6% active
U251 – U251 CNS tumor cells; 80,000 tested, 5.4% active; AID 1794753
SF-539 – SF-539 CNS cancer | 81,000 tested, 6.8% active
OVCAR-3 – OVCAR-3 ovarian cancer; 79,000 tested, 7% active; AID 1794787
Active calls of the source: *; . = no result given; & = joins results of further samples. Rule for the calls: active = growth percent below 10; inactive = the rest. The order is random, and some 10% of all compounds hit somewhere here.

molecule	DU-145	OVCAR-8	SNB-19	PC-3	SF-268	SF-295	U251	SF-539	OVCAR-3
CC(=O)Oc1ccccc1C(=O)Oc1ccc(C(C)=O)cc1	103	113	103	106	104	103	104	102	117
CCNCC(O)Cc1ccc(OCC)cc1 (configuration not stated)	108	96	100	77	107	100	96	108	110
CCOC(=O)/C(C#N)=C/c1ccc(N(C)C)cc1	102	116	105	98	97	98	101	107	99
Cc1ccc(/C=C(\C#N)C(=O)Nc2ncc(Cc3cc(Cl)ccc3Cl)s2)o1	60	50	28	39	44	5.3*	32	17	75
CC(=O)Oc1ccc(Cc2ccccc2)cc1	108	111	101	105	102	102	97	109	111
Nc1ccc2c(c1)C(=O)c1cc(Cl)c(Cl)cc1-2	100	92	97	75	93	105	90	87	110
Nc1nc2[nH]cc(CCc3ccc(C(=O)N[C@@H](CC(=O)O)c4nn[nH]n4)cc3)c2c(=O)[nH]1	107	101	110	92	100	99	95	106	107
CC(C)n1cnc2c(Nc3cccc(Cl)c3)nc(N[C@H]3CCCC[C@@H]3N)nc21	50	.	60	54	47	76	57	71	61
N#CC(C(=O)O)=C1CCCCCC1	116	102	98	94	110	89	.	95	110
CSc1nn(-c2ccccc2)c2ncnc(Nc3ccc(Cl)cc3)c12	96	89	107	76	93	86	100	103	100
COc1ccc(C(=O)c2sc3nc(N)c(C#N)cc3c2N)cc1OC	106	83	100	77	96	.	87	85	113
CCc1ccccc1NC(=O)/C(C#N)=C/c1ccc(OC)cc1	100	90	111	81	94	92	106	108	93
O=C1NC(=O)C(Cn2c(-c3ccccc3)nc3ccccc32)N1 (configuration not stated)	108	103	97	95	98	103	99	99	98
CCC(=O)OC1=C(C)SC2=NC(c3ccc(N)cc3)=CC(c3ccc(Cl)cc3)N21 (configuration not stated)	102	94	81	80	93	92	88	90	106
Cc1nc2ccc(Br)cn2c1-c1nnc(SCCC(C)C)o1	112	98	88	99	102	96	88	96	112

(further entries)
molecule	DU-145	OVCAR-8	SNB-19	PC-3	SF-268	SF-295	U251	SF-539	OVCAR-3
CCCCNc1ccncc1CO	105	107	109	94	97	98	107	107	106
O=C(CN1CCN(CC(=O)c2ccc(Cl)cc2)CC1)c1ccc(Cl)cc1	101	90	100	88	97	110	97	100	97
CCCCCCNc1cc(C)nc2ccc(OC)cc12	.	65	77	66	93	44	55	68	66
CCOC(=O)Nc1cc(F)cc(C(F)(F)F)c1F	108	100	96	98	102	97	97	96	.
NC(=O)c1ccccc1C(=O)c1ccccc1	111	120	108	102	104	102	102	100	105
O=Cc1c[nH]c2ccccc12	97	109	104	97	107	84	104	92	111
CN1CCN(CCCn2c3c(sc4ncccc43)c(=O)n3nnc(-c4ccccc4)c23)CC1	-18*	-48*	6.0*	-3.8*	91	99	-81*	-96*	-83*
COC(=N)CCCCC(=N)OC	116	111	92	97	112	84	101	101	111
Cc1ccc(C(C)(C)CC(C)(C)CC(C)(C)C)cc1CSSSSCc1cc(C(C)(C)CC(C)(C)CC(C)(C)C)ccc1C	104	98	106	93	102	103	96	.	109
COC12CCCC1C1(O)CCCCC1O2 (configuration not stated)	110	98	105	117	107	105	102	102	117
O=C1NC(c2ccccc2)=CC(c2ccc(Cl)cc2)N1c1ccccc1 (configuration not stated)	95	72	93	46	89	84	72	92	74
COc1ccc(-c2[nH]c3ccc(OC)cc3c2/C=C(\C#N)S(=O)(=O)c2ccccc2)cc1	17	42	31	25	34	11	25	-38*	-1.2*
O=c1c2ccccc2nc(-c2ccccc2)n1Cc1nc2ccccc2s1	92	95	100	94	95	92	94	95	90
CN(CCOc1ccc(C#N)cc1)CCOc1ccc(C#N)cc1	94	93	45	72	103	483	78	96	98
Clc1nc2ccccc2nc1CI	109	90	103	90	113	96	113	98	123

22 entries from above, with two lines to a compound.
Second line of a record – DU-145 | OVCAR-8 | SNB-19 | PC-3 | SF-268 | SF-295 | U251 | SF-539 | OVCAR-3
Nc1ccc2c(c1)C(=O)c1cc(Cl)c(Cl)cc1-2
→ 100 | 92 | 97 | 75 | 93 | 105 | 90 | 87 | 110
Nc1nc2[nH]cc(CCc3ccc(C(=O)N[C@@H](CC(=O)O)c4nn[nH]n4)cc3)c2c(=O)[nH]1
→ 107 | 101 | 110 | 92 | 100 | 99 | 95 | 106 | 107
CC(C)n1cnc2c(Nc3cccc(Cl)c3)nc(N[C@H]3CCCC[C@@H]3N)nc21
→ 50 | . | 60 | 54 | 47 | 76 | 57 | 71 | 61
N#CC(C(=O)O)=C1CCCCCC1
→ 116 | 102 | 98 | 94 | 110 | 89 | . | 95 | 110
CSc1nn(-c2ccccc2)c2ncnc(Nc3ccc(Cl)cc3)c12
→ 96 | 89 | 107 | 76 | 93 | 86 | 100 | 103 | 100
COc1ccc(C(=O)c2sc3nc(N)c(C#N)cc3c2N)cc1OC
→ 106 | 83 | 100 | 77 | 96 | . | 87 | 85 | 113
CCc1ccccc1NC(=O)/C(C#N)=C/c1ccc(OC)cc1
→ 100 | 90 | 111 | 81 | 94 | 92 | 106 | 108 | 93
O=C1NC(=O)C(Cn2c(-c3ccccc3)nc3ccccc32)N1 (configuration not stated)
→ 108 | 103 | 97 | 95 | 98 | 103 | 99 | 99 | 98
CCC(=O)OC1=C(C)SC2=NC(c3ccc(N)cc3)=CC(c3ccc(Cl)cc3)N21 (configuration not stated)
→ 102 | 94 | 81 | 80 | 93 | 92 | 88 | 90 | 106
Cc1nc2ccc(Br)cn2c1-c1nnc(SCCC(C)C)o1
→ 112 | 98 | 88 | 99 | 102 | 96 | 88 | 96 | 112
CCCCNc1ccncc1CO
→ 105 | 107 | 109 | 94 | 97 | 98 | 107 | 107 | 106
O=C(CN1CCN(CC(=O)c2ccc(Cl)cc2)CC1)c1ccc(Cl)cc1
→ 101 | 90 | 100 | 88 | 97 | 110 | 97 | 100 | 97
CCCCCCNc1cc(C)nc2ccc(OC)cc12
→ . | 65 | 77 | 66 | 93 | 44 | 55 | 68 | 66
CCOC(=O)Nc1cc(F)cc(C(F)(F)F)c1F
→ 108 | 100 | 96 | 98 | 102 | 97 | 97 | 96 | .
NC(=O)c1ccccc1C(=O)c1ccccc1
→ 111 | 120 | 108 | 102 | 104 | 102 | 102 | 100 | 105
O=Cc1c[nH]c2ccccc12
→ 97 | 109 | 104 | 97 | 107 | 84 | 104 | 92 | 111
CN1CCN(CCCn2c3c(sc4ncccc43)c(=O)n3nnc(-c4ccccc4)c23)CC1
→ -18* | -48* | 6.0* | -3.8* | 91 | 99 | -81* | -96* | -83*
COC(=N)CCCCC(=N)OC
→ 116 | 111 | 92 | 97 | 112 | 84 | 101 | 101 | 111
Cc1ccc(C(C)(C)CC(C)(C)CC(C)(C)C)cc1CSSSSCc1cc(C(C)(C)CC(C)(C)CC(C)(C)C)ccc1C
→ 104 | 98 | 106 | 93 | 102 | 103 | 96 | . | 109
COC12CCCC1C1(O)CCCCC1O2 (configuration not stated)
→ 110 | 98 | 105 | 117 | 107 | 105 | 102 | 102 | 117
O=C1NC(c2ccccc2)=CC(c2ccc(Cl)cc2)N1c1ccccc1 (configuration not stated)
→ 95 | 72 | 93 | 46 | 89 | 84 | 72 | 92 | 74
COc1ccc(-c2[nH]c3ccc(OC)cc3c2/C=C(\C#N)S(=O)(=O)c2ccccc2)cc1
→ 17 | 42 | 31 | 25 | 34 | 11 | 25 | -38* | -1.2*

Further compounds follow.
molecule	DU-145	OVCAR-8	SNB-19	PC-3	SF-268	SF-295	U251	SF-539	OVCAR-3
COc1ccc(C2=NN3C(C2)c2ccccc2OC3c2ccc(/C=C3\SC(=S)N(C)C3=O)cc2)cc1 (configuration not stated)	109	100	94	100	96	100	98	89	113
COc1cc(Cn2c(SCCN3CCOCC3)nc3ccccc3c2=O)cc(OC)c1OC	106	99	91	95	99	102	99	98	.
Cc1cnc(Nc2ccc(N3CCN(C)CC3)cc2)nc1Nc1ccc(Cl)c(NS(=O)(=O)C(C)(C)C)c1	13	22	53	39	16	26	24	-36*	9.5*
Clc1ccc(OCc2nc(-c3ccccc3)n[nH]2)c(Cl)c1	109	97	99	87	97	98	96	99	108
NC1=NC2(CCCC2)N(c2ccc(S(=O)(=O)Nc3ccccn3)cc2)C(N)=N1	109	101	94	105	98	103	99	98	113
O=C(Nc1ccccc1)c1ccccc1O	102&109	103&102	99&107	108&82	96&98	110&97	99&100	90&102	100&104
CC(C)c1nc2ccccc2n1S(=O)(=O)c1ccccc1	124	98	104	96	93	108	97	110	114
O=C(C[n+]1cccc2ccccc21)c1ccc(O)c(O)c1	85	49	74	70	85	105	91	91	36
Brc1ccc2c(c1)CCCC2	107	109	109	93	111	.	101	90	103
CC1=NN(c2cc(Cl)c(S(=O)(=O)O)cc2Cl)C(=O)C1	110&116	99&99	99&110	96	104&104	101&111	96&105	111&107	104&108
COc1ccc(-c2nn(CC(=O)N3CCc4ccccc4C3)c(N)c2C#N)cc1	106	97	90	87	90	99	98	88	96
O=[N+]([O-])c1ccc(N2CCCC(n3cccc3)C2)c([N+](=O)[O-])c1 (configuration not stated)	102	96	102	94	100	.	98	108	104
CC(=O)OCC(=O)[C@@]1(O)CC[C@H]2[C@@H]3CC(=C(Br)Br)C4=CC(=O)CC[C@]4(C)[C@H]3C(=O)C[C@@]21C	107	93	93	76	90	77	83	98	99
CCN(CC)C(=O)Cn1cc(NC(=O)OC(C)(C)C)nn1	102	104	107	92	105	97	104	97	104
CCOC(=O)c1cc(C(=O)c2ccc(Br)cc2)n2ncccc12	94	76	81	67	88	74	64	78	78

Continuation.
molecule	DU-145	OVCAR-8	SNB-19	PC-3	SF-268	SF-295	U251	SF-539	OVCAR-3
Nc1nc(-c2ccc(Cl)cc2)nc2c1sc(=S)n2-c1ccccc1	56	32	38	62	41	16	18	-21*	40
COc1ccc(NC(=S)N/N=C/c2ccc(Cl)cc2)cc1	117	79	.	105	108	86	105	116	114
CCCN1CC(c2ccc(OC)c(OC)c2)=C(c2cn(C)c3ccccc23)C1=O	86	49	68	56	56	58	39	57	82
COc1ccc(-c2nc(N3CCCC3=O)sc2Br)cc1OC	114	103	94	101	104	94	97	97	111
CCC(=O)[N+](=O)c1ccc(C(=O)/C=C/c2ccc(N(C)C)cc2)cc1	101	98	91	81	87	100	80	86	78
CCC(=O)N(C)c1ccccc1	106	108	103	91	100	103	95	104	111
N/C(=N\N=C\c1ccccn1)c1ccccn1	104	98	100	100	100	96	102	109	111
COc1ccc(-c2coc3c(CO)c(O)ccc3c2=O)cc1	9.3*	74	73	-28*	22	23	-59*	48	9.9*
CCCCCC(C)N (configuration not stated)	118	106	108	108	114	105	99	.	124
N#C/C(=C\c1cccc2ccccc12)C(=O)Nc1sc2c(c1C#N)CCC2	101	96	98	102	98	90	93	102	.
COc1ccc(C(=O)CCN(C)C)cc1	118	105	104	107	114	118	105	117	113
CC1(C)CC(=O)C(CC2=C(N)CC(C)(C)CC2=O)=C(N)C1	132	97	110	99	113	98	101	104	131
c1ccc(N=C2SCCCS2)cc1	116	103	98	103	106	.	100	101	114
Cc1nn(-c2ccc(C#N)cc2)c2nc3c(nc12)c(=O)oc1ccccc13	113	.	96	103	106	116	101	.	105
NC(=O)Cc1ccc(N)cc1	112	96	95	87	100	112	102	.	120

(listing goes on)
molecule	DU-145	OVCAR-8	SNB-19	PC-3	SF-268	SF-295	U251	SF-539	OVCAR-3
CCOC(=O)C1=C(N)N(c2ccc(C)cc2)C2=C(C(=O)CC(C)(C)C2)C1c1cccnc1 (configuration not stated)	105	103	97	88	93	92	101	100	103
COc1ccc(/C=C2\SC(=S)N(/C=C3\C(=O)N(c4ccccc4)N=C3C)C2=O)cc1OC	97	76	79	83	78	97	62	68	77
COc1ccc(CN2C(=O)C(Cl)=C(Nc3cccc(C(F)(F)F)c3)C2=O)cc1	85	43	45	19	34	38	28	7.4*	62
COc1ccc(-c2nc(/C=C3/C(=O)Nc4ccccc43)c3ccccn23)cc1OC	92	64	94	85	76	84	89	75	92
CCCOC(=O)c1ccc2c(c1)[N+](=O)C(C(=O)c1ccccc1)=C(C(F)(F)F)[N+]2=O	-97*	-86*	-89*	-91*	-81*	.	.	-95*	-95*
CCCCCCCCCCCCCCCCNC(=O)OCC	113	101	101	91	103	.	102	97	109
O=C(NNc1nc2cc(C(F)(F)F)ccc2n2cccc12)c1cnccn1	-57*	-77*	-57*	-55*	-53*	-92*	-95*	-83*	-48*
C=C(C)C1CCC2(C)OC2C1 (configuration not stated)	122	113	110	109	115	97	118	103	123
CCN(CC)C(=O)C1CCN(C(=O)c2ccccc2)CC1	109	103	100	97	93	97	101	101	104
CS(=O)(=O)N(c1cc(-c2ccc3ncnc(Nc4ccc(F)c(Cl)c4)c3c2)cnc1Cl)S(C)(=O)=O	47	66	50	35	32	34	38	40	36
CS(=O)(=O)Oc1ccc(Br)c2cccnc12	114	99	104	98	105	122	107	97	121
CC(C)(C)c1ccc(S(=O)(=O)Oc2ccc(NC(=O)C3CCCCCCC3)cc2)cc1	83	81	84	60	79	63	70	93	69
O=C1C(Cl)C(c2ccc(Cl)cc2Cl)N1n1cnnc1 (configuration not stated)	105	93	99	88	98	102	96	93	99
O=C(O)C1CN(c2cccc(Cl)c2)N(c2cccc(Cl)c2)C1=O (configuration not stated)	96	93	83	95	82	96	102	100	87

A different layout for part of the listing above.
The line under a structure holds: DU-145, OVCAR-8, SNB-19, PC-3, SF-268, SF-295, U251, SF-539, OVCAR-3
> N/C(=N\N=C\c1ccccn1)c1ccccn1
  104, 98, 100, 100, 100, 96, 102, 109, 111
> COc1ccc(-c2coc3c(CO)c(O)ccc3c2=O)cc1
  9.3*, 74, 73, -28*, 22, 23, -59*, 48, 9.9*

Screening data (PubChem BioAssay)
